# Assay outcomes as filed in PubChem BioAssay.
# RBX1-CUL1 inh = blocks human RBX1-Cullin-1 di-ubiquitin formation; P62877+Q13616; in vitro K48 di-Ub FRET, acceptor:donor ratio, 45 min; inhibition, % at 10 µM; hit rate 0.6% among 140,000; in the data active = inhibition above about 25%
# Target sequence (P62877 whole entry, looked up): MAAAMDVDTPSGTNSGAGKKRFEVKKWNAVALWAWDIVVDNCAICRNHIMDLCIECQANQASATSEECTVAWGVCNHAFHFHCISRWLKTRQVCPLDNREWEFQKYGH
# Target sequence (Q13616 whole entry, looked up): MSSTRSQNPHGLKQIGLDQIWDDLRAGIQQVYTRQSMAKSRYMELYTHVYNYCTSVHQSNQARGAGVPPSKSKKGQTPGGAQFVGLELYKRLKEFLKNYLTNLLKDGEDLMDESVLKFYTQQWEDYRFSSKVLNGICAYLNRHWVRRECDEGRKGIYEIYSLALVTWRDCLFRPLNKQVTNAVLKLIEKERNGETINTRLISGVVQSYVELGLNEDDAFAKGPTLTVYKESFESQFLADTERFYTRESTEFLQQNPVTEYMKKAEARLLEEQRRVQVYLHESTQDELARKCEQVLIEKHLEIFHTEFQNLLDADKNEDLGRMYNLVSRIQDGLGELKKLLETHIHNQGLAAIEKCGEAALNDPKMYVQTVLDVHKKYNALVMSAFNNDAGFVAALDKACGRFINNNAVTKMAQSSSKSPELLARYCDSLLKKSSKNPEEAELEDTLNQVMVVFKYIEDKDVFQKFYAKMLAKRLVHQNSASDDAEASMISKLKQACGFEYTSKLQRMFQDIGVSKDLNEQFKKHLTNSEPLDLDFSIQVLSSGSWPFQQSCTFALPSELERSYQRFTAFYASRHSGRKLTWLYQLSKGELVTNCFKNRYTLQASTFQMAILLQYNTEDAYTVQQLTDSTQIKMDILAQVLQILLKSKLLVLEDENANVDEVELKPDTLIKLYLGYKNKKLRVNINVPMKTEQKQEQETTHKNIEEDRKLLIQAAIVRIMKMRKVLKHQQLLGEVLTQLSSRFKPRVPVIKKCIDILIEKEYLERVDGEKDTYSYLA
# * hit, by the source's call. The list is partial; rates above refer to the full screens.
SMILES,RBX1-CUL1 inh
Cc1ccccc1C(=O)Nc1ccccc1-c1nc(-c2ccccc2)no1,-3
CC(Oc1cccc(Cl)c1)C(=O)NCC1Cc2cc(-c3ccc(S(C)(=O)=O)cc3)ccc2O1 (stereo not drawn),0
O=C(CN1C2=NCCN2c2ccccc21)c1cccc2ccccc12,11
CC(C)(C)n1c(O)c2ccc(C(=O)N=NC(=O)c3ccncc3)cc2c1O,2
COC(=O)N1C(C)SC2(N1C(=O)OC)C(C)(C)C(=O)C2(C)C (stereo not drawn),-2
O=C(CC1CCCC1)NC1CCCc2nc(N3CCC(CO)CC3)ncc21 (stereo not drawn),3
CN(CC(=O)NCc1ccccc1)S(=O)(=O)c1ccc2[nH]c3c(c2c1)CCCC3,-2
COc1ccc(S(=O)(=O)NCCc2c(C)[nH]c3c(Cl)cccc23)cc1C,9
COc1ccc(Cc2c(-c3ccc(OC)cc3)oc(=O)c(C#N)c2SC)cc1,7
COc1cccc(CC2CN(Cc3cccn3-c3nccs3)CCO2)c1 (stereo not drawn),-15
CCCOc1ccc(CNC(=O)C2CCCN(c3nc4c(C)cc(C)cc4s3)C2)cc1 (stereo not drawn),2
CCOc1ccc(-c2cccc(NS(=O)(=O)c3c(C)cc(C)cc3C)c2)nn1,-6
CC(NC(=O)c1ccccc1)c1nc2ccccc2n1Cc1ccc(Cl)cc1 (stereo not drawn),-7
CCOC(=O)c1c(C)oc2nc(C)nc(NCCc3ccc(OCC)c(OCC)c3)c12,1
Cc1ccc(S(=O)(=O)NCc2nc(-c3cccc(C)c3)no2)cc1,-7
CCS(=O)(=O)N1CCC(C(=O)N2CCN(c3cccc(C)c3C)CC2)CC1,7
CCCCc1nn2c(=O)cc(COC(=O)c3ccccc3NC(=O)c3cccs3)nc2s1,-15
CCN(CC)c1nc(Nc2ccc(Cl)cc2)nc(N(CC)CC)n1,1
Cc1cc(C)cc(NC(=O)Cn2nnc(C(=O)NCc3ccco3)c2N)c1,-4
COc1ccc2c(c1)CC(C(=O)Nc1ccc(Br)c(C)c1)CO2 (stereo not drawn),2
COC(=O)C1C(=O)c2ccccc2N=C1SCC(=O)Nc1ccccc1OC (stereo not drawn),-1
CSC1=NC(=O)C(C#N)C(c2ccccc2)C1C(N)=O (stereo not drawn),-1
CCCCCCCN=CC1C(=O)N(c2nc3ccccc3s2)N=C1c1ccccc1 (stereo not drawn),6
CCOC(=O)c1ccc(NC(=O)CCn2ccc(C)n2)cc1,3
CCCCCOC(=O)c1ccc(Nc2nc(C(=O)OCC)nc3ccccc23)cc1,2

# Nothing new here: an excerpt of the list.
SMILES,RBX1-CUL1 inh
O=C(CN1C2=NCCN2c2ccccc21)c1cccc2ccccc12,11
CC(C)(C)n1c(O)c2ccc(C(=O)N=NC(=O)c3ccncc3)cc2c1O,2
COC(=O)N1C(C)SC2(N1C(=O)OC)C(C)(C)C(=O)C2(C)C (stereo not drawn),-2
O=C(CC1CCCC1)NC1CCCc2nc(N3CCC(CO)CC3)ncc21 (stereo not drawn),3
CN(CC(=O)NCc1ccccc1)S(=O)(=O)c1ccc2[nH]c3c(c2c1)CCCC3,-2
COc1ccc(S(=O)(=O)NCCc2c(C)[nH]c3c(Cl)cccc23)cc1C,9
COc1ccc(Cc2c(-c3ccc(OC)cc3)oc(=O)c(C#N)c2SC)cc1,7
COc1cccc(CC2CN(Cc3cccn3-c3nccs3)CCO2)c1 (stereo not drawn),-15
CCCOc1ccc(CNC(=O)C2CCCN(c3nc4c(C)cc(C)cc4s3)C2)cc1 (stereo not drawn),2
CCOc1ccc(-c2cccc(NS(=O)(=O)c3c(C)cc(C)cc3C)c2)nn1,-6
CC(NC(=O)c1ccccc1)c1nc2ccccc2n1Cc1ccc(Cl)cc1 (stereo not drawn),-7
CCOC(=O)c1c(C)oc2nc(C)nc(NCCc3ccc(OCC)c(OCC)c3)c12,1
Cc1ccc(S(=O)(=O)NCc2nc(-c3cccc(C)c3)no2)cc1,-7
CCS(=O)(=O)N1CCC(C(=O)N2CCN(c3cccc(C)c3C)CC2)CC1,7
CCCCc1nn2c(=O)cc(COC(=O)c3ccccc3NC(=O)c3cccs3)nc2s1,-15
CCN(CC)c1nc(Nc2ccc(Cl)cc2)nc(N(CC)CC)n1,1
Cc1cc(C)cc(NC(=O)Cn2nnc(C(=O)NCc3ccco3)c2N)c1,-4
COc1ccc2c(c1)CC(C(=O)Nc1ccc(Br)c(C)c1)CO2 (stereo not drawn),2
COC(=O)C1C(=O)c2ccccc2N=C1SCC(=O)Nc1ccccc1OC (stereo not drawn),-1
CSC1=NC(=O)C(C#N)C(c2ccccc2)C1C(N)=O (stereo not drawn),-1
CCCCCCCN=CC1C(=O)N(c2nc3ccccc3s2)N=C1c1ccccc1 (stereo not drawn),6

# Next part.
SMILES,RBX1-CUL1 inh
COc1cccc(C(=O)NNc2nc(C)cc(C)n2)c1,1
CCCC(=O)Nc1cccc(Cl)c1C,-1
N#Cc1ccc(NC2NS(=O)(=O)C3CCCCC23)cc1 (stereo not drawn),7
C=CCON1C(=O)C(C)(C)N(OCC=C)C(=O)C1(C)C,1
CCC(C(=O)Nc1ccc(C(C)=O)cc1)n1c(C)c2cnn(-c3ccccc3)c(=O)c2c1C (stereo not drawn),-1
COc1ccc(/C=N/NC(=O)CNC(=O)COc2ccccc2C)c(C)c1,8
CCOc1cc(CC2=NC(=O)N(Cc3ccccc3F)C2=O)cc(Cl)c1O,-9
O=C(CCOc1ccccc1)Nc1ccnn1C1CCN(C(=O)C2CCCO2)CC1 (stereo not drawn),-5
CCOC(=O)c1cc2c(=O)n3ccccc3nc2n(CCCOC)c1=NC(=O)C(C)(C)Oc1ccc(Cl)cc1,-1
CC(=O)N1/C(=C/c2ccccc2O)C(=O)c2cc(Br)ccc21,7
O=S1(=O)Cc2cc(Br)ccc2O1,0
COc1ccc(C=Nc2ccccc2Oc2cc(=O)n(C)c(=O)n2C)cc1OC,6
Cc1ccc(NC(=O)Cn2ncn3c(cc4ccccc43)c2=O)c(C)c1,-2
O=C(c1csc2ccccc12)N1CCN(c2ccc(F)cc2)CC1,7
Cc1ccccc1CNC1CCN(c2ccc(C(=O)NCc3ccc4c(c3)OCO4)cc2)CC1,-8
CCOc1cc(C)c(C)cc1S(=O)(=O)n1ccnc1C(C)C,-3
COc1cccc(CC2(CCC(=O)NCc3cccc(C(F)(F)F)c3)CCC(=O)N2)c1 (stereo not drawn),-1
O=C(CSc1nnc(Cc2c[nH]c3ccccc23)n1Cc1ccccc1)c1c[nH]c2ccccc12,6
Cc1cc(-c2ccccc2)cc(-c2ccccc2)c1-c1cc(-c2ccccc2)cc(-c2ccccc2)n1,-4
CCN1CCN(C2(C(=O)NCCCC(=O)OC)Cc3ccccc3C2)CC1,-2
CC1=NCCN=C(C(F)(F)F)C1Br (stereo not drawn),5
O=C(Nc1ccc2nsnc2c1)c1ccc2c(c1)OCO2,9
CCOC(=O)c1ccc(NC(=O)CCC(=O)N2Cc3ccccc3Oc3ncccc32)cc1,-3
CCOc1ccccc1NC(=O)N1c2ccccc2Sc2ccccc21,-1
O=C1C(C=NCc2ccccc2)c2ccccc2N1c1c(Cl)cccc1Cl (stereo not drawn),-8

# (further entries)
SMILES,RBX1-CUL1 inh
CCCOc1ccc(/C(C)=N/N=C2/NC(=O)C(CC(=O)O)S2)cc1 (stereo not drawn),11
CC(=O)Nc1cncc2ccccc12,1
O=C(CSc1ncn[nH]1)Nc1ccc(I)cc1,3
Cc1nn(-c2ccc(N3CCCCC3)nn2)c(C)c1CCC(=O)NCc1ccccc1,-10
COc1c(Br)cc(/C=C2/SC(N3CCOCC3)=NC2=O)cc1Br,7
CCN1CCSc2ccc(C(=O)NCc3ccc(F)cc3)cc21,6
COc1cc(CN(C(=O)COc2ccc(Cl)c(C)c2)c2ccccn2)cc(OC)c1OC,3
COc1cccc(CNC(=O)CSc2ncc(S(=O)(=O)c3ccc(C)c(Cl)c3)c(=O)[nH]2)c1,-11
COc1cc(/C=N\Nc2nc(-c3ccccc3)cs2)cc(OC)c1O,1
Nc1cc(=O)[nH]c(SCc2ccccc2)n1,-3
CCOC(=O)c1sc(N)c(C(=O)OC(C)(C)C)c1C,5
CC(=O)N1CC=C2C(C#N)C(=N)C(C#N)(C#N)[C@H](c3ccc(C(C)(C)C)cc3)[C@H]2C1 (stereo partly drawn),3
Cc1ccccc1N1CCN(C(=S)c2ccccc2)CC1,1
CN(CCN1CCOCC1)C(=O)CC(c1ccccc1)c1ccc(Cl)cc1 (stereo not drawn),-2
COc1ccc(C(=O)Nc2ccc(S(=O)(=O)N3CCCCCC3)cc2)cc1,-6
O=C(NCCc1ccccc1F)C1CCCN(C2CCN(C(=O)C3CC3)CC2)C1 (stereo not drawn),0
Cc1sc(NC(=O)Cc2cccc3ccccc23)c(C(N)=O)c1C,0
COC(=O)C1CCN(c2csc3ccc(Cl)cc3c2=O)CC1,-5
COC(=O)c1ccccc1NC(=O)CSc1nnc(CNc2cccc(Cl)c2)o1,0
CC1(C)Nc2ccccc2NC1=O,-5
COc1cc(CNCCc2cccnc2)ccc1OCC(O)CN1CCOCC1 (stereo not drawn),-5
COc1ccccc1CCNC1CC(=O)N(c2ccc(-c3nc4ccc(C)cc4s3)cc2)C1=O (stereo not drawn),13
CC1CCCCN1Cc1c(O)ccc2c(=O)c(-c3ccccc3Cl)c(C(F)(F)F)oc12 (stereo not drawn),9
CC(C)Sc1ncc(Cl)c(C(=O)Nc2c(C(=O)Nc3ccccc3)oc3ccccc23)n1,-3
CC1(C)CC(=O)C2C(=NC3=C(C(=O)CC(C)(C)C3)C2c2cccc(OCC(=O)Nc3ccccc3)c2)C1 (stereo not drawn),1

# Next part:
SMILES,RBX1-CUL1 inh
CC1CCCN(S(=O)(=O)c2cc3oc(=O)n(C)c3cc2Cl)C1C (stereo not drawn),-3
CCOC(=O)c1sc(N2C(=O)c3oc4ccccc4c(=O)c3C2c2ccc(C(C)(C)C)cc2)nc1C (stereo not drawn),2
Cc1n[nH]c(=S)c2nn(-c3ccccc3)c(C)c12,-1
O=C(NC1CC(=O)N(c2ccccc2)C1)c1ccc(S(=O)(=O)N2CCCC2)cc1 (stereo not drawn),-7
COCCOc1ccc(C(=O)Oc2ccccc2)cc1,1
N#CC1(C#N)OC(C#N)(C#N)C2c3ccccc3OC21 (stereo not drawn),4
CCN(CC)CCCNS(=O)(=O)c1ccc([N+](=O)[O-])cc1,-9
CN(C(=O)c1cccs1)C(Cc1ccccc1)C1CCN(C(=O)c2ccc(-n3cccn3)cc2)CC1 (stereo not drawn),-1
CC(=O)Nc1ccccc1OCc1cc(=O)n2c(C)csc2n1,-14
COc1ccc(C2=NN(C(=O)CCC(=O)O)C(c3ccccc3)C2)cc1 (stereo not drawn),9
CSc1ccc(CNC(=O)CN2C(=O)C3CCCCN3c3ccc(C(=O)N4CCCC4)cc32)cc1 (stereo not drawn),0
CCC1CN(C(=O)N2CCC(C(=O)NCCC3=CCCCC3)CC2)c2cc(C)ccc2O1 (stereo not drawn),-1
O=C(Nc1ccc2c(c1)CN(S(=O)(=O)c1cccnc1)CC2)c1ccccn1,2
COc1ccc(N=C(N)N=C2N=C3CCCCC3C(=O)N2)cc1 (stereo not drawn),3
Cc1cc(C(=O)N2CCN(Cc3ccc(F)cc3)CC2)c(C)o1,9
CCOC(=O)c1nc(SC)sc1N,7
COC(=O)c1ccc(N2NC(=O)/C(=C/c3ccc(C)cc3)C2=O)cc1,27*
Cc1cc(C)c2c3c(sc2n1)C(c1ccncc1)C(C#N)C(=N)O3 (stereo not drawn),-2
CCC(O)C1CCN(C(=O)CN2Cc3ccccc3OC(c3ccccc3F)C2)CC1 (stereo not drawn),-1
Cc1ccc(-c2cc(F)c3c(c2)CC(CNC(=O)CCc2cccnc2)O3)cc1F (stereo not drawn),5
COc1ccc(NC(=O)C(c2ccc(OC)cc2)N(C)C(=O)Cc2cccs2)cc1 (stereo not drawn),5
CC(=O)Nc1ccc(-n2cccc2)cc1,-3
CCOc1ccc(NC(=O)CCCc2nc(-c3cccc(OC)c3)no2)cc1,-2
Cc1cccc(CSc2cn(CC(=O)N3CCCCCC3)c3ccccc23)c1,-3
O=c1cc(C2CCN(Cc3cccc4nonc34)CC2)nc[nH]1,13

# Carrying on:
SMILES,RBX1-CUL1 inh
COc1ccc(NC(=O)c2ccc(OC(=S)N3CCC(C)CC3)cc2)cc1,1
CCOc1cc(C2NC(=O)NC2=O)ccc1O (stereo not drawn),-6
COCc1c(Br)c(C)nc(OCC(=O)O)c1C#N,3
CCN1C(=O)S/C(=C\c2ccc(N3CCOCC3)o2)C1=O,3
CC(C)Cc1cc(CN2CCCC(CO)(CCc3ccccc3)C2)[nH]n1 (stereo not drawn),-3
COc1ccc(CCNC(=O)c2cc3c(=O)n(C)c4cc(Cl)ccc4c3s2)cc1OC,-4
O=C(NC(Cc1ccccc1)C(=O)NCc1ccccn1)c1ccccc1 (stereo not drawn),-7
CCc1nnc(NC(=O)C(=O)NCCOC(=O)c2ccc(Cl)c(Cl)c2)s1,-3
CCCCN1CCn2c3c(c4cccc(Cl)c42)CCCC31 (stereo not drawn),5
COc1cc(NC(=O)c2noc3c2CC(C)CC3)c(OC)cc1Cl (stereo not drawn),-4
CC1=NC(C(F)(F)F)(C(F)(F)F)N=C2C(Cl)=CC(Cl)=CN12,1
CCOC(=O)[C@@]12C[C@@H](OC1=O)[C@@H]1OC(C)(C)O[C@@H]1C2,-4
CCC1CN(Cc2cccn2-c2ncccn2)Cc2ccc(Cl)cc2O1 (stereo not drawn),7
COc1cc(C(=O)N(Cc2ccc(N(C)C)cc2)CC2CCCO2)cc(OC)c1OC (stereo not drawn),4
Cc1ccc(Cl)cc1N1CCN(S(=O)(=O)c2ccc3c(c2)CC(=O)N3C)CC1,6
COc1cc(-c2noc(-c3ccc(N4CCCCC4)c([N+](=O)[O-])c3)n2)cc(OC)c1OC,11
O=C(O)CN1C(=O)c2c(Cl)c(Cl)c(Cl)c(Cl)c2C1=O,-1
O=S(=O)(c1ccccc1)c1nc(-c2ccccc2F)oc1N1CCOCC1,-2
CCOC(=O)C1C(=N)Oc2c(cc(Cl)c3ccccc23)C1c1ccc(Cl)cc1 (stereo not drawn),0
O=C(NCc1ccccc1Cl)C1CCCN(C(=O)c2cnn(-c3ccccc3)c2-n2cccc2)C1 (stereo not drawn),14
CCOC(=O)C1=NN(c2ccccc2)C(=O)/C1=C\c1ccc(F)cc1,6
Cc1ccccc1CS(=O)(=O)NC1CCCCCC1,10
Cc1c(N)c(C(C)(C)C)cc(C(C)(C)C)c1[N+](=O)[O-],0
CCCNC(=O)NC(=O)c1c(Cl)nc(C)c(Cl)c1C,-2
CC(=O)c1ccc(C(=O)NCCOc2ccccc2)cc1,-2
